Assay outcomes deposited in PubChem by National Center for Advancing Translational Sciences (NCATS).
S3 lipid droplet – qHTS Assay for Lipid Storage Modulators in Drosophila S3 Cells; lipid storage change, negative = inhibition, % at the top dose, mostly 46.1 µM; hits show Potency in µM; AID 2685; Drosophila S3 cells, BODIPY lipid droplet fluorescence, 18-24 h; cells fed with added oleic acid; 0.64% of 320,000 active; active = well fitted inhibition curve with a large enough effect in the signal ratio, with a control signal flat, not every such curve was filed as active; inconclusive = small, poorly fitted or top-dose-only effect, or effect the other way, or a change in a side signal; the % refers to the signal ratio
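Drosophila S3 cells got compounds at several concentrations plus oleic acid (400 uM solution). Laser-scanning cytometry with 488 nm excitation read lipid droplets at 500-530 nm and cells at 575-640 nm. Percent activity was relative to 20 uM Triacsin C.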
S3 lipid droplet cell count max – second read-out of S3 lipid droplet, no call of its own (marks repeat the call); cell number change, %; measured here: cell count max response;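 cells counted by Cell Tracker Red CMTPX staining in the red channel; peak over a dose series mostly up to 46.1 µM; percent activity relative to internal control wells on each plate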
Numbers without * were called inactive; i = inactive; u = inconclusive; x = not tested or not shown; [ ] = another dose, or the depositor's remark. % is set by controls: 0 for no effect and ±100 for the full control effect; potency is the fitted concentration of half-maximal effect.

SMILES	S3 lipid droplet	S3 lipid droplet cell count max
CCOC(=O)C1C(=O)NC(c2ccccc2)=NC1c1ccc(F)cc1 (stereo unspecified)	u	x
COc1ccccc1NC(=O)CN1CCN(CC(=O)Nc2ccccc2Cl)CC1	15%	16
CCN(CC)C(=O)OCc1c(-c2ccccc2)ncc2ccccc12	u	x
COc1ccccc1N1CCN(C(=O)C(C)N(c2ccccc2)S(C)(=O)=O)CC1 (stereo unspecified)	u	x
COc1ccc(CNCc2cc(OC)ccc2OC)cc1	-30%	-8
CC(C)(C)OC(=O)CNC(=O)c1[nH]cnc1C(=O)NC(c1ccccc1)c1ccccc1	u	x
CSCCC(NS(=O)(=O)c1ccc(Cl)cc1)C(=O)OCC(=O)NC1CCCCC1 (stereo unspecified)	u	x
c1ccc(-n2ncc3c(NC4CCCCCC4)ncnc32)cc1	u	x
S=C(NCC1CCCO1)N1CCN(c2ccccc2)CC1 (stereo unspecified)	9%	-1
COc1ccccc1C(=O)CC(=O)C(=O)Nc1cccc([N+](=O)[O-])c1C	-6%	1
COc1ccc(C(=O)N2CCC(C(=O)N3CCN(Cc4ccccc4)CC3)CC2)cc1	14%	6
CC(C)(C)NC(=S)NC1CC1	1%	5
C=CCOc1ccc(/C=C/C(=O)OCC(=O)NC(C)c2ccc(F)cc2)cc1 (stereo unspecified)	i	9
Cc1cc(C)cc(N(C(C)C(=O)N2CCCCC2)S(C)(=O)=O)c1 (stereo unspecified)	1%	4
O=C(Nc1cc2c3c(c1)CC(=O)N3CCC2)c1ccc(Br)cc1	-14%[0.0737 µM]	x
c1csc(-c2nc(NCC3CCCO3)c3ccccc3n2)c1 (stereo unspecified)	u	x
CS(=O)(=O)N1CCc2cc(C(=O)Nc3ccc(Cl)cc3)ccc21	7%	5
CC(=O)c1sc(Nc2nc3cc4c(cc3s2)OCO4)nc1C	u	x
CCOC(=O)CN(C(=O)COC(=O)C1(c2ccccc2)CC1)c1ccc(F)cc1	u	x
Cc1cccc(OC(=O)c2cccnc2)c1C	u	x
Cc1ccnc(NS(=O)(=O)c2ccc(N3C(=O)c4ccccc4C3=O)cc2)n1	-6%	-15
OC(CN1CCC(Cc2ccccc2)CC1)c1ccccc1 (stereo unspecified)	u	x
COc1ccc2[nH]c(C(=O)NCCCn3ccnc3)cc2c1	u	x
CN(Cc1nc2ccccc2n1C)S(=O)(=O)c1ccc(Cl)cc1	i	x
COc1ccc(OC)c(-c2csc(NC(=O)C3COc4ccccc4O3)n2)c1 (stereo unspecified)	i	x
SMILES	S3 lipid droplet	S3 lipid droplet cell count max
O=[N+]([O-])c1cc(-c2nc(-c3ccncc3)no2)ccc1Cl	u	x
COc1cc(/C=N/Nc2cccc(C)c2)ccc1OC(=O)c1ccco1	3%	-1
CC(C)[C@H]1C(=O)Nc2ccccc2N1C(=O)N[C@@H](Cc1ccccc1)C(=O)N[C@H](C(=O)O)c1ccccc1	u	x
COc1ccc(NS(=O)(=O)c2cccs2)cc1S(=O)(=O)N1CCCCC1	u	x
O=C(NCc1cccnc1)c1ccc(Cl)c(S(=O)(=O)N2CCOCC2)c1	i	-4
COc1cc(-c2nnc3n2N=C(c2ccccc2)CS3)cc(OC)c1OC	u	x
O=C(CC(c1ccccc1)c1ccccc1)Nc1nn[nH]n1	u	x
Cc1nc(N2CCN(Cc3ccccc3)CC2)nc2c1C(=O)CC(C)C2 (stereo unspecified)	7%	-22
Cc1cccc(Sc2c([N+](=O)[O-])ncn2C)c1	i	x
Cc1ccc(N(CCO)C(=S)Nc2ccccc2)cc1	u	x
Clc1ccc2nc(-c3ccncc3)cc(-c3ccccc3)c2c1	-4%	6
CN(C)CCCn1c(=O)n(Cc2ccco2)c(=O)c2c3c(sc21)CCCCC3	0%	10
COc1cccc(N2C(=O)CN(Cc3cc(OC)c(OC)c(OC)c3)C2=S)c1	12%	17
CCc1ccc(OCC(=O)OCC(=O)NCCNC(=O)COC(=O)COc2ccc(CC)cc2)cc1	18%	-6
CCN(CC)CCNC(=O)c1ccccc1N	23µM*	-11*
CC1C(=O)N2CCCc3cc(NS(C)(=O)=O)cc1c32 (stereo unspecified)	i	x
COc1cccc(NC(=O)N2C3CCCC2CC(NC(C)=O)C3)c1 (stereo unspecified)	9%	5
CC1(C)CC(NC(=O)COc2cc3oc(=O)c4c(c3cc2Cl)CCC4)CC(C)(C)N1	u	x
O=C1CSc2ccc(C(=O)O)cc2N1	-32%	21
CCNS(=O)(=O)c1ccc(CCC(=O)NCc2ccccc2)cc1	1%	5
CN(C)c1ccc(/C=N/N2CCN(c3ccccn3)CC2)cc1	3%	12
Cc1ccc(C[n+]2cccc(-c3ccccc3)c2)c(C)c1	u	x
COc1cc(CN2C(=O)C(NC(=O)c3ccco3)(C(F)(F)F)C3=C2CC(C)(C)CC3=O)cc(OC)c1 (stereo unspecified)	u	x
Cc1cc(C(=O)COC(=O)c2ccc(N)c([N+](=O)[O-])c2)c(C)n1Cc1ccc2c(c1)OCO2	u	x
CCCn1c(NC(=O)c2cccc(C)c2C)nc2ccccc21	u	x

At a glance, some entries already given:
SMILES	S3 lipid droplet	S3 lipid droplet cell count max
Clc1ccc2nc(-c3ccncc3)cc(-c3ccccc3)c2c1	-4%	6
CN(C)CCCn1c(=O)n(Cc2ccco2)c(=O)c2c3c(sc21)CCCCC3	0%	10
COc1cccc(N2C(=O)CN(Cc3cc(OC)c(OC)c(OC)c3)C2=S)c1	12%	17

Ordered by molar mass (highest first): 23 of the compounds above.
SMILES	S3 lipid droplet	S3 lipid droplet cell count max
CC(C)[C@H]1C(=O)Nc2ccccc2N1C(=O)N[C@@H](Cc1ccccc1)C(=O)N[C@H](C(=O)O)c1ccccc1	u	x
COc1cc(CN2C(=O)C(NC(=O)c3ccco3)(C(F)(F)F)C3=C2CC(C)(C)CC3=O)cc(OC)c1 (stereo unspecified)	u	x
CCc1ccc(OCC(=O)OCC(=O)NCCNC(=O)COC(=O)COc2ccc(CC)cc2)cc1	18%	-6
Cc1cc(C(=O)COC(=O)c2ccc(N)c([N+](=O)[O-])c2)c(C)n1Cc1ccc2c(c1)OCO2	u	x
CC1(C)CC(NC(=O)COc2cc3oc(=O)c4c(c3cc2Cl)CCC4)CC(C)(C)N1	u	x
COc1ccc(NS(=O)(=O)c2cccs2)cc1S(=O)(=O)N1CCCCC1	u	x
CN(C)CCCn1c(=O)n(Cc2ccco2)c(=O)c2c3c(sc21)CCCCC3	0%	10
COc1ccc(OC)c(-c2csc(NC(=O)C3COc4ccccc4O3)n2)c1 (stereo unspecified)	i	x
O=C(NCc1cccnc1)c1ccc(Cl)c(S(=O)(=O)N2CCOCC2)c1	i	-4
COc1cc(-c2nnc3n2N=C(c2ccccc2)CS3)cc(OC)c1OC	u	x
COc1cc(/C=N/Nc2cccc(C)c2)ccc1OC(=O)c1ccco1	3%	-1
CCNS(=O)(=O)c1ccc(CCC(=O)NCc2ccccc2)cc1	1%	5
Clc1ccc2nc(-c3ccncc3)cc(-c3ccccc3)c2c1	-4%	6
CN(C)c1ccc(/C=N/N2CCN(c3ccccn3)CC2)cc1	3%	12
CCCn1c(NC(=O)c2cccc(C)c2C)nc2ccccc21	u	x
O=[N+]([O-])c1cc(-c2nc(-c3ccncc3)no2)ccc1Cl	u	x
O=C(CC(c1ccccc1)c1ccccc1)Nc1nn[nH]n1	u	x
Cc1ccc(N(CCO)C(=S)Nc2ccccc2)cc1	u	x
CC1C(=O)N2CCCc3cc(NS(C)(=O)=O)cc1c32 (stereo unspecified)	i	x
Cc1ccc(C[n+]2cccc(-c3ccccc3)c2)c(C)c1	u	x
Cc1cccc(Sc2c([N+](=O)[O-])ncn2C)c1	i	x
CCN(CC)CCNC(=O)c1ccccc1N	23µM*	-11*
O=C1CSc2ccc(C(=O)O)cc2N1	-32%	21

Further structures
SMILES	S3 lipid droplet	S3 lipid droplet cell count max
CSCCC(NS(=O)(=O)c1ccc(Cl)cc1)C(=O)OCC(=O)N1CCCc2ccccc21 (stereo unspecified)	-1%	-8
CCOc1ccc(C(F)(F)F)cc1NC(=O)COc1ccc(C(F)(F)F)cc1[N+](=O)[O-]	u	x
COc1ccc(-n2c(SC)nc(O)cc2=O)cc1	u	x
O=c1cc(CSc2nnc(COc3ccccc3)n2-c2ccccc2)c2ccccc2[nH]1	26%	-10
Cc1sc2c(c1C)c(=O)nc1scc(CC(=O)O)n12	u	x
CN(C)C(CNC(=O)CNC(=O)c1ccc(Br)cc1)c1ccccc1 (stereo unspecified)	5%	-1
O=C(/C=C/c1ccccc1Cl)Nc1ccc(-c2nnc3n2CCCCC3)cc1	u	x
C[C@H](NC(=O)c1[nH]cnc1C(=O)Nc1ccc(Cl)cc1)c1ccccc1	u	x
O=c1c2[nH]c3ccc(F)cc3c2ncn1CCN1CCN(Cc2ccccc2)CC1	i	x
COc1ccc(C(=O)NCCN2C(=O)S/C(=C\c3cccnc3)C2=O)c(OC)c1OC	u	x
O=C(NNC(=S)NCc1ccc(Cl)cc1)c1ccc(Br)o1	u	x
Cc1cc(NC(=O)/C=C/c2ccc(F)cc2)n(-c2nc3ccccc3[nH]2)n1	u	x
COc1cccc(OC)c1C(=O)N1CCN(Cc2ccccc2C)CC1	-9%	1
CCC(=O)Nc1ccc(NCc2cccs2)cc1	u	x
O=C(c1ccc(-c2ccccc2Cl)o1)N1CCC1	u	x
Cc1c([N+](=O)[O-])cc(C(=O)N2CCOCC2)cc1[N+](=O)[O-]	-10%	-18
CC(=O)Oc1ccccc1C1OC(=O)c2ccccc2N1C(C)=O (stereo unspecified)	i	x
O=C(Nc1ccc(F)cc1F)NC1CCN(Cc2c(F)cccc2Cl)CC1	2%	9

Not all compounds are listed. The share of hits here may be higher or lower than overall.
